# Screening results as filed in PubChem BioAssay.
# Efflux pump inh: inhibitors of Candida antifungal efflux pumps expressed in yeast; S. cerevisiae Candida pump triplex, Nile Red efflux; 330,000 compounds, 0.44% hits; inhibition, % at 10 µM; AID 485275;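 active = plate passing quality check with inhibition over a set limit, or well fluorescence over plate mean plus 4 SD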;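 note: Nile Red retained in pooled yeast measured as flow cytometry median fluorescence; 0% = buffer negative control and 100% = Enniatin B positive control; higher means more Nile Red kept so more efflux inhibition; some compounds called inactive have numbers as strong as hits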
# CIT2-GFP yeast: modulators of TOR pathway CIT2-GFP in S. cerevisiae; S. cerevisiae CIT2-GFP strain, flow cytometry, 3 h; 100 means same as DMSO wells; 320,000 compounds, 0.065% hits; GFP response vs DMSO, % at 10 µM;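 active = GFP response relative to DMSO above a set limit, near the screen mean plus 3 SD, cut at about 150% in these data; inconclusive = Fewer than 70 cells measured for a yeast strain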;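 note: ratio of well median GFP fluorescence to mean of DMSO wells on the plate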
# AGP1-GFP MLPCN: alters AGP1-GFP fluorescence in TOR pathway yeast screen; S. cerevisiae AGP1-GFP multiplex flow cytometry, 3 h; GFP as percent of DMSO wells; GFP response vs DMSO, % at 10 µM; 320,000 compounds, 0.02% hits; AID 2066;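 active = GFP response relative to DMSO above a set limit, near screen average plus 3 SD, cut at about 150% in these data; inconclusive = fewer than 70 cells counted for the yeast strain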;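 note: median GFP channel fluorescence of the gated AGP1 strain per well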
# MEP2-GFP yeast: alters MEP2-GFP fluorescence in TOR pathway yeast screen; S. cerevisiae MEP2-GFP strain, flow cytometry GFP, 3 h; 100% = DMSO control level; GFP response vs DMSO, % at 10 µM; 330,000 compounds, 0.51% hits;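 active = GFP response versus DMSO above a set limit, roughly screen mean plus 3 SD, cut at about 180% in these data; inconclusive = fewer than 70 cells counted for a yeast strain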;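 note: median GFP fluorescence of the barcode-gated MEP2-GFP cells per well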
# Yeast superoxide: yeast age-related superoxide inhibition as caloric restriction mimetic; S. cerevisiae aged cells, superoxide DHE fluorescence; hits give low values; superoxide response (% of plate mean), % at 10 µM; 330,000 compounds, 0.18% hits;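 active = superoxide response under a set limit, about three screen SD below normal, cut at about 65% in these data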;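 note: yeast aged for seven days with compound at 30 °C before DHE staining; 100% = average MFI of all compound-treated wells on the plate with controls excluded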
# RPL19A-GFP yeast: yeast TOR pathway RPL19A-GFP modulation; percent response vs DMSO, % at 10 µM; 330,000 compounds, 0.3% hits; S. cerevisiae RPL19A-GFP strain, flow cytometry, 3 h; hits give low values;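 active = percent response vs DMSO below 50%; inconclusive = fewer than 70 events counted for the yeast strain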;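 note: median channel GFP fluorescence of the barcoded RPL19A-GFP strain; ratio of sample median GFP to plate DMSO average so 100% = DMSO; lower means less RPL19A-GFP as with rapamycin TOR inhibition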
# AHR act: human AHR activation. 320,000 compounds, 2.5% hits. activation, % at 5 µM. P35869. AHR-responsive luciferase reporter cells, luminescence. AID 2796; in the data active = activation above about 47%;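 note: 0% = vehicle wells and 100% = reference agonist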
# Target sequence (P35869 whole entry, looked up): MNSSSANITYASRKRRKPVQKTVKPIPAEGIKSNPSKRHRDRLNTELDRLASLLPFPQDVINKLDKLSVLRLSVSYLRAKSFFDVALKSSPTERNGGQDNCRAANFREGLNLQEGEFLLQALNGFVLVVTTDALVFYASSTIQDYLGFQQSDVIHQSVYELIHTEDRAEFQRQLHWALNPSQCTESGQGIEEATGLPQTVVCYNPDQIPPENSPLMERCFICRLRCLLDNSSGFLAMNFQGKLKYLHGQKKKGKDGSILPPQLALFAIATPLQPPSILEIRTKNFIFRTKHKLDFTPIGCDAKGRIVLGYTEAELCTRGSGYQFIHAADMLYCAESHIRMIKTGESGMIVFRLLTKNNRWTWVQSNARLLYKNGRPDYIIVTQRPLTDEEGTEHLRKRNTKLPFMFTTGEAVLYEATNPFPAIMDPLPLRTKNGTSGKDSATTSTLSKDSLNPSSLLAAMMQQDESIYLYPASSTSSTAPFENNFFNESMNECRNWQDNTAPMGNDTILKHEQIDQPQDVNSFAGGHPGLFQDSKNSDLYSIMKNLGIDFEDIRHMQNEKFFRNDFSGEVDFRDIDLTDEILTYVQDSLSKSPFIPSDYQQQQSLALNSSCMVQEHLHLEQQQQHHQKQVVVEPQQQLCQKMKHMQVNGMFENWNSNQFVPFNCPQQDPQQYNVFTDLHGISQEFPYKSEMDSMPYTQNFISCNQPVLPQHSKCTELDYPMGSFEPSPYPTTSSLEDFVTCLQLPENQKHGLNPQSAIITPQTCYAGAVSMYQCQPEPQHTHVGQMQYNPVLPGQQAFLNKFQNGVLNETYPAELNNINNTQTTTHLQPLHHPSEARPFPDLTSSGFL
# LAP4 TOR yeast: modulators of TOR pathway LAP4-GFP in S. cerevisiae. S. cerevisiae LAP4-GFP multiplex, flow cytometry GFP, 3 h; median GFP as percent of DMSO wells. GFP response vs DMSO, % at 10 µM. 320,000 compounds, 0.34% hits;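 active = GFP response vs DMSO above a set limit, about the screen mean plus 3 SD, cut at about 150% in these data; inconclusive = under 70 cell events counted for the yeast strain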
# An asterisk follows results filed as active; u = inconclusive; x = no result given. The order is random. About 3.9% of those tested had a hit in this group.
SMILES,Efflux pump inh,CIT2-GFP yeast,AGP1-GFP MLPCN,MEP2-GFP yeast,Yeast superoxide,RPL19A-GFP yeast,AHR act,LAP4 TOR yeast
CCN(C1CCCCC1)S(=O)(=O)c1ccc(C(=O)O)cc1,0.2,89,93,100,97,95,1,101
O=C(O)C1CCC(CN(Cc2cccc(Br)c2)C(=S)Nc2ccccc2F)CC1 (stereo not drawn),-0.1,98,110,111,98,108,0,100
CCOC(=O)c1sc2nc(CSc3ccccc3)nc(N3CCC(C(N)=O)CC3)c2c1C,0.0,80,92,u,112,104,-4,99
Cc1ccc(SCCN2CCC(NC(=O)OCc3ccccc3)CCC2=O)cc1 (stereo not drawn),0.2,102,113,110,88,102,-2,97
CCN(CC)CCOC(=O)c1ccc(Cl)cc1Cl,0.3,90,89,96,120,92,2,84
O=C(CN1CCN(Cc2ccccc2)CC1)N1CCCc2c1c(=O)oc1ccc(O)cc21,0.2,94,95,98,99,96,11,88
Cc1ccc(CNC(=O)C(=O)NCCC2=CCCCC2)cc1,0.1,92,98,101,97,97,0,98
Cc1nc(SCC(=O)c2cc3ccccc3oc2=O)c(C#N)c(-c2cccs2)c1C(=O)Nc1ccccc1,0.0,100,97,100,92,102,4,112
CN(C1CCCCC1)S(=O)(=O)c1ccc(NC(=O)c2ccco2)cc1,0.0,83,88,95,109,89,-1,126
Cc1ccc(N(C(=O)CNC(=O)c2ccco2)C(C(=O)NCC2CCCO2)c2ccccc2)c(C)c1 (stereo not drawn),-0.4,100,98,95,92,95,0,94
C[C@@H](C(=O)Nc1nc2ccc(F)cc2s1)N1C(=O)C2CC=CCC2C1=O (stereo partly drawn),0.0,139,156*,612*,95,65,45,189*
Cc1ccc(S(=O)(=O)N2CCCC2)cc1C(=O)O,-0.1,101,103,102,111,99,1,101
Cc1ccc(F)cc1NC(=O)/C=C/c1ccc(S(=O)(=O)N2CCOCC2)cc1,0.0,107,100,105,97,97,2,87
CCN(CC)CCCN1C(=O)C(O)=C(C(=O)c2ccco2)C1c1ccc(OC(C)C)cc1 (stereo not drawn),0.2,94,92,95,99,99,2,94
CC(C)(C)c1ccc(C(=O)Nc2cccc(S(=O)(=O)NC3=NCCC3)c2)cc1,-0.4,97,101,101,119,101,3,99
O=C(COC(=O)COc1ccccc1[N+](=O)[O-])Nc1ccc2c(c1)OCO2,-0.2,100,101,103,95,95,9,99
CC(C)(C)c1cc(C(=O)N2CCc3ccccc32)ccn1,0.0,97,96,105,96,102,12,120
COc1ccccc1COCC(O)CNCC1(N2CCCCC2)CCCCC1 (stereo not drawn),0.0,105,104,108,104,99,-5,108
N#Cc1cc(C#N)c(SCC(=O)NCC2CCCO2)nc1N (stereo not drawn),0.0,103,106,104,96,101,4,104
CC(C)CCNC(=O)CCCn1c(=O)[nH]c2ccc(Br)cc2c1=O,0.2,97,104,108,97,101,4,105
CCCN(CC(=O)Nc1cc(Cl)ccc1Cl)C(=O)/C=C/c1ccco1,0.0,92,97,94,105,99,2,103
COc1ccc2c3n([n+]([O-])c2c1)CCN=C3c1ccc(C)cc1,0.1,102,86,91,68,104,29,104
CCC(C)(C)NC(=O)CN(C(=O)CNS(=O)(=O)c1ccccc1)c1ccc2c(c1)OCCO2,-0.2,99,100,102,105,104,-1,90
CC(NC(=O)CN1C(=O)COc2ccccc21)c1ccccc1 (stereo not drawn),-0.1,109,104,101,83,101,-2,102
COc1cc(CNc2ncn[nH]2)cc(Br)c1OC,-0.1,101,107,105,94,106,6,109
COc1cc2[nH]c(=O)n(Cc3ccc(C(=O)NCCCN4CCN(C)CC4)cc3)c(=O)c2cc1OC,0.0,105,105,100,107,102,10,101
O=C1CCc2cc(NS(=O)(=O)c3ccc(F)cc3)cc3c2N1CC3,0.0,115,115,110,87,103,14,107
O=C(CN1CCN(c2ccccc2O)CC1)Nc1ccccc1C(=O)NCCc1ccccc1,0.0,95,95,94,76,93,91*,91
CCOc1ccccc1-c1cc(-c2n[nH]c(=S)n2CC)c2ccccc2n1,-0.3,97,98,101,112,98,4,100
O=C(N/N=C/c1ccc(Cl)cc1)c1n[nH]c2c1CCCC2,-0.1,101,106,98,105,97,8,111
COC(=O)c1[nH]c2cccc(OC)c2c1NC(=O)CN1CCC(C(N)=O)(N2CCCCC2)CC1,-0.9,90,91,94,101,93,-1,91
COc1ccc(NC(=O)CCCN2C(=O)C(c3ccccc3)Oc3cccnc32)cc1OC (stereo not drawn),-0.2,104,107,104,111,102,1,101
CCCc1ccc2oc(C(=O)N(Cc3nccn3C)C(C)C)c(C)c2c1,-0.1,88,91,92,94,87,10,89
COc1ccc(/C=N/NC(=O)c2sccc2OCc2ccc(F)cc2)cc1OC,0.1,106,27,121,96,96,4,103
Cc1cc(OC(=O)c2ccc(Cl)cc2)cc(=O)n1C,-0.1,92,94,101,100,97,-1,114
CC(=O)c1sc(NC(=O)c2ccc(Cl)cc2)nc1C,-0.1,103,103,114,88,99,-2,101
CNCc1ccccc1OCC(=O)Nc1ccccc1,8.2*,103,105,106,111,103,28,109
Cc1cc(S(=O)(=O)N2CCCCC2CCNC(=O)C(=O)NCc2cccnc2)ccc1F (stereo not drawn),0.0,103,105,103,91,98,4,104
COc1ccc(C=C2c3ccccc3C(=O)c3ccccc32)c(OC)c1,0.0,103,106,96,99,102,4,103
CCN(CC)CC(=O)NN(Cc1ccccc1)c1ccccc1,0.1,100,103,97,92,101,0,100
COc1cccc(N/C(N)=N/c2nc(C)cc(=O)[nH]2)c1,0.1,97,75,103,90,106,13,90
CCOC(=O)CSc1nc(C(C)(C)C)cc(C(F)(F)F)c1C#N,0.0,86,85,82,107,79,-2,78
S=C(Cc1ccc(-c2ccccc2)cc1)N1CCOCC1,0.1,x,x,91,105,96,-2,x
C=CCn1cc(C(=O)OCC)c(=O)c2ccc(F)cc21,0.0,101,107,98,100,101,2,97
Cc1ccc2c(cnn2C(=O)CCC(=O)N2CCCCC2C)c1 (stereo not drawn),0.2,93,98,95,107,99,0,98
c1ccc(C2CC3CC(c4ccccc4)N2O3)cc1 (stereo not drawn),0.0,101,103,109,94,103,6,107
CN1C(=O)[C@H]2[C@@H](/C=C/c3ccccc3)N3C(=O)CN(Cc4ccc(-c5ccccc5)cc4)C(=O)[C@@]3(Cc3ccccc3)[C@H]2C1=O,-0.2,112,91,98,100,101,-1,131
Cc1ccc(Nc2nc(COC(=O)C3CC3)cs2)cc1,0.1,89,98,98,88,98,4,108
CCCCCn1c(N)c(-c2nc3ccccc3o2)c2c([N+](=O)[O-])nn(CC)c(=O)c21,0.3,93,96,93,105,101,7,99
Cn1c(SCc2cccc(F)c2)nnc1-c1ccccn1,0.2,80,96,96,109,101,-2,91
Cc1ccc(-c2nc(CNC(=O)c3cc(C)on3)cs2)cc1,-0.1,84,90,106,93,98,10,123
CSc1ccc(C(=O)C2CCCN(Cc3ccc(N4CCNC4=O)cc3)C2)cc1 (stereo not drawn),0.0,126,113,116,103,112,0,95
CCCCn1c(N)c(N(CCOC)C(=O)C2CC(=O)N(c3cccc(SC)c3)C2)c(=O)[nH]c1=O (stereo not drawn),0.0,107,108,100,88,98,-1,105
FC(F)(F)c1nnc(-c2ccccc2)nc1Oc1ccc(Cl)cc1Cl,0.2,89,100,101,106,103,7,130
O=C(/C=C/c1ccco1)NCC1COc2ccccc2O1 (stereo not drawn),0.0,93,112,100,107,100,0,112
CN(CC(=O)NCC1CCCCC1)S(=O)(=O)c1ccc(Cl)cc1,0.1,105,103,111,112,108,1,106
O=C(NCCCn1ccnc1)c1noc2c1CCc1ccccc1-2,0.1,107,100,101,130,98,29,97
CCCCC(O)(CCCC)C(=O)NNc1ccccc1,1.3,99,93,98,91,99,-4,94
O=C(Nc1ccccc1Cl)c1ccc2nc(N3CCOCC3)sc2c1,-0.1,94,100,102,105,99,-10,103
O=C(NC(N1CCOCC1)C(Cl)(Cl)Cl)c1ccco1 (stereo not drawn),0.2,96,96,103,101,96,0,99

# A different layout for some results above.
# Second line of a record – Efflux pump inh	CIT2-GFP yeast	AGP1-GFP MLPCN	MEP2-GFP yeast	Yeast superoxide	RPL19A-GFP yeast	AHR act	LAP4 TOR yeast
> CCCCCn1c(N)c(-c2nc3ccccc3o2)c2c([N+](=O)[O-])nn(CC)c(=O)c21
    0.3	93	96	93	105	101	7	99
> Cn1c(SCc2cccc(F)c2)nnc1-c1ccccn1
    0.2	80	96	96	109	101	-2	91

# Later entries.
SMILES,Efflux pump inh,CIT2-GFP yeast,AGP1-GFP MLPCN,MEP2-GFP yeast,Yeast superoxide,RPL19A-GFP yeast,AHR act,LAP4 TOR yeast
CCS(=O)(=O)N1Cc2ccccc2CC1C(=O)Nc1cccc(OC)c1 (stereo not drawn),4.7,99,98,89,77,102,6,99
CC(/C=C/c1ccccc1)=N/NC(=O)C(O)c1ccccc1 (stereo not drawn),0.1,98,95,100,84,100,1,92
COCC(=O)N(Cc1cc2cccc(C)c2[nH]c1=O)c1ccccc1,0.0,99,102,106,101,104,9,90
CCC1CCC(C(=O)NC(CCSC)C(=O)NCCN(CC(C)C)CC(C)C)CC1 (stereo not drawn),0.0,92,105,113,95,99,1,118
COC(=O)CN1C(=O)C(O)(CC(=O)c2ccc(C)cc2)c2cc(Br)ccc21 (stereo not drawn),-0.2,104,106,100,93,104,2,97
CCOC(=O)c1sc(N)c(C#N)c1COC(=O)CNC(=O)c1cc(OC)c(OC)c(OC)c1,0.4,96,98,91,97,98,5,92
Cc1occc1C(=O)Nc1cccc(Cl)c1Cl,0.2,93,84,95,106,96,10,77
O=S(=O)(NN=C1CCCCCCC1)c1ccc(Br)cc1,0.0,95,97,95,95,99,1,96
COc1ccc(OCC(=O)O/N=C(\N)Cc2cccs2)cc1,0.0,109,113,109,99,116,13,108
NC(=O)c1cc(C(=O)Cc2ccc(Cl)cc2)c[nH]1,0.0,108,105,101,78,99,0,103
O=C(NC1CC1)C1CCN(C(=O)c2ccc(Cl)cc2Cl)CC1,0.1,107,102,100,90,106,0,95
CN(C)c1cccc(-c2nnc(SCCCC#N)o2)c1,0.0,103,97,100,104,99,5,99
CC(=O)Oc1ccc(N(C(C)=O)S(=O)(=O)c2cccs2)cc1,0.3,96,100,99,103,97,0,103
CNNC(=O)C(=O)NNS(=O)(=O)c1ccccc1,-0.1,100,99,99,104,100,0,96
CCCCn1c(N)c(Br)c(=O)[nH]c1=O,-0.1,102,102,105,113,98,0,101
CN(C)CCN(C(=O)c1ccc(S(=O)(=O)N(C)CC2CCCO2)cc1)c1nc2cc3c(cc2s1)OCO3 (stereo not drawn),0.0,106,106,85,100,89,9,96
CCOc1ccc(C(=O)CC(C(=O)O)N2CCCCC2)cc1 (stereo not drawn),-0.1,94,97,88,106,98,-1,103
CCC1CCC2(CC1)SCC(=O)N2c1ccccc1 (stereo not drawn),0.2,98,109,114,120,106,-1,120
Nc1cc(N)cc(-c2nc3ccccc3o2)c1,0.1,105,103,107,106,101,72*,103
C/C(=N/NC(=O)CNC(=O)c1ccc2c(c1)OCO2)c1ccc2c(c1)CCCC2,0.1,92,97,97,101,98,3,98
CC(NC(=O)c1ccc(Cl)cc1)C(=O)NC1=NCCS1 (stereo not drawn),0.1,103,102,98,90,99,2,98
CCCCCCCC(=O)N1CCN(c2cc3c(cc2F)c(=O)c(C(=O)O)cn3CC)CC1,-0.1,98,99,103,98,107,x,89
O=C(CSc1nc2ccccc2c(=O)[nH]1)N1CCN(c2ccccc2F)CC1,0.0,107,109,101,110,104,3,100
